Mdm2 MdmX PPI: human Mdm2/MdmX binding inhibition. 3% of 330,000 active. O15151+Q00987. inhibition, % at 8 µM. SaOS-2 split-luciferase Mdm2/MdmX complementation, luminescence;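 active means inhibition of at least 50% at 8 µM in the primary screen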
UPR XBP1 act: adaptive UPR (XBP1) activation; activation, % at 20 µM; CHO-XBP1 luciferase reporter, IRE1-XBP1 UPR activation, luminescence; percent of tunicamycin response, DMSO as zero; AID 463104; 0.33% of 330,000 active;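 active means versus positive control, 20 µM dose yields 30% or more activation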;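 further: 100% = tunicamycin at 10 µg/mL and 0% = DMSO only wells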
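Signal: luciferase luminescence; Assay system: CHO-XBP1 luciferase reporter cells; Amount: one thousand reporter cells per well; Dosing: 20 µM single concentration, DMSO 1%; Benchmarks: high control tunicamycin 10 µg/mL final, low control DMSO vehicle only; Schedule: 6 h compound exposure at 37 °C, 5% CO2; Evaluation: percent activation relative to tunicamycin reference.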
GRIN3A LBD mod: NR3A (human) ligand-binding domain modulation. NR3A LBD differential scanning fluorimetry, Tm shift; 0% = protein alone, 100% = glycine-bound protein. 2.5% of 340,000 active. Tm shift relative to glycine control, % at 25 µM;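 active means melting temperature shift of at least 10% of the positive control shift, at one fixed dose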
tim10-1 inh: inhibits growth of tim10-1 mutant yeast; S. cerevisiae tim10-1 ts strain growth, BacTiter-Glo, 24 h; inhibition, % at 20 µM; 2.2% of 330,000 active; AID 463190;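 active means inhibition of at least 40%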;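 further: mutant grown at 25 °C; 0% = DMSO wells with yeast and 100% = wells holding no yeast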
TIM10 inh: TIM10 yeast growth inhibition | S. cerevisiae TIM10 strain growth, BacTiter-Glo luminescence, 24 h | inhibition, % at 10 µM | 1.4% of 330,000 active | AID 463195;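 active means inhibition of 40% or more at the single tested concentration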;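 further: wild-type TIM10 isogenic control strain grown at permissive 25 °C; 0% = DMSO yeast wells and 100% = minimal medium wells without yeast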
NLRP3 yeast inh: inhibitors of NALP3 inflammasome in yeast | Yeast reconstituted NLRP3/ASC/caspase-1, beta-gal luminescence, 24 h | inhibition, % at 10 µM | 0.39% of 330,000 active | AID 2825;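 active means inhibition of 50% or more; inactive means inhibition below 50%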;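 further: plate controls were induced DMSO wells for no effect and uninduced yeast grown without galactose for full effect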
UPR CHOP act: activators of apoptotic arm of unfolded protein response (CHOP); CHO-CHOP luciferase reporter, UPR activation, luminescence; percent of tunicamycin response over DMSO baseline; activation, % at 10 µM; 0.34% of 330,000 active;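 active means at 10 µM dose, activation of 40% or more, normalized to positive control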;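 further: 100% = tunicamycin at 10 µg/mL and 0% = DMSO alone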
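assay system = CHO CHOP reporter cells | amount = 500 CHO-CHOP cells per well | buffer or medium = F12 with 10% FBS | incubation = 16-18 h cell attachment, then 6 h compound exposure, 37 °C | detection = luminescence read with Steady-Glo | read-out = percent activation relative to tunicamycin control | controls = tunicamycin high control, DMSO low control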
APJ ag: activates the human apelin receptor APJ. CHO-K1 APJ PathHunter beta-arrestin, luminescence; 0% DMSO wells, 100% apelin. 0.11% of 330,000 active. P35414. activation, % at 20 µM;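 active means activation more than six SD over the plate average, tested at 20 µM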;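 further: 0% = DMSO alone and 100% = apelin-13 at 10 nM; some results filed as inactive read as strong as hits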
Target sequence (P35414 whole entry, looked up): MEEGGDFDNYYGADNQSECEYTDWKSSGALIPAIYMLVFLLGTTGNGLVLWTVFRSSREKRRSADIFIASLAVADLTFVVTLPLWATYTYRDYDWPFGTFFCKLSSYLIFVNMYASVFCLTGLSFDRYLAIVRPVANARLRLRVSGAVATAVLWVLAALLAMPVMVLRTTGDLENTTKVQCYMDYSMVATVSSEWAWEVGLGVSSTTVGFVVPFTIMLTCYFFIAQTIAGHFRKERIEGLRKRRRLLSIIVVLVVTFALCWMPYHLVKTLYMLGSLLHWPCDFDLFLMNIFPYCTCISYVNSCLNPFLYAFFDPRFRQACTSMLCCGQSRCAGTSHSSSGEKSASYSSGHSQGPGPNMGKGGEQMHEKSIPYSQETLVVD
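assay system = CHO-K1 APJ beta-arrestin complementation cell line | input = cell density 1000 per well | dosing = compound 20 µM once, DMSO 1% | timing = compound 90 min 25 °C, reagent 1 h | measured by = luminescence from split beta-galactosidase complementation, Galacton Star/Emerald II substrate | read-out basis = APJ agonist activity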
tim23-1 inh: growth inhibitors of tim23-1 mutant yeast. inhibition, % at 20 µM. S. cerevisiae tim23-1 growth, BacTiter-Glo luminescence, 24 h. AID 463212. 1.3% of 330,000 active;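 active means growth inhibition of the mutant yeast at or above 50%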;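 further: temperature-sensitive mutant grown at 25 °C; plate controls were DMSO-treated mutant yeast for no effect and medium wells lacking yeast for full effect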
* marks the source's active call; other numbers are inactive results; / = no result given.

SMILES	APJ ag	tim23-1 inh	GRIN3A LBD mod	UPR CHOP act	tim10-1 inh	UPR XBP1 act	TIM10 inh	NLRP3 yeast inh	Mdm2 MdmX PPI
CCOC(=O)c1sc2nc(C)n(N)c(=O)c2c1C	-1.0	7.1	-2.3	2.3	1.3	-2.5	5.2	14.9	8.3
CCn1c(C)c(C)c2cc(C(=O)NCCCN3CCOCC3)ccc21	-3.0	-2.1	1.8	-0.7	-8.2	-1.2	2.7	7.8	13.3
Cc1ccc(C(CNS(=O)(=O)c2ccc(Br)cc2)N2CCN(C)CC2)cc1 (stereo not given)	-5.3	9.1	0.3	1.3	11.4	-0.3	7.4	12.7	22.6
COc1ccc(CC(NC(C)=O)C(=O)NC2CCN(C(=O)NCc3ccccc3)CC2)cc1 (stereo not given)	-3.0	3.3	-0.2	0.8	3.1	-1.7	-2.7	8.2	7.1
CCOC(=O)N1CCN(C(=O)c2oc3ccc(S(=O)(=O)N4CC(C)CC(C)C4)cc3c2C)CC1 (stereo not given)	-1.5	25.7	1.2	2.1	20.1	-1.4	25.8	-0.7	9.0
O=C(CSc1nnc2ccccn12)NCc1cccs1	-1.3	-6.1	-0.1	0.2	-18.5	8.0	-4.3	-0.2	-14.4
COc1ccc(NC(=O)CSC2=NCCN2)cc1	-1.7	-1.1	-0.4	0.6	8.8	-1.8	11.3	-1.9	4.1
CSc1ccccc1OCc1cc(C(=O)N2CCc3[nH]cnc3C2c2ccccn2)no1 (stereo not given)	-3.8	15.0	0.5	-1.1	15.3	-5.5	-2.3	7.3	5.4
O=C(NCCOc1ccccc1)c1cccc(S(=O)(=O)NCc2ccccc2)c1	-3.7	6.4	-3.8	-3.0	10.8	-4.9	5.9	14.9	17.4
Cc1cc(C)c(C)c(S(=O)(=O)N2CCC(C(=O)NCCCN3CCOCC3)CC2)c1C	-2.8	6.2	-0.2	-0.9	-0.2	-4.4	16.4	11.7	7.0
O=C(NCc1ccccc1OC(F)(F)F)C1CCC(=O)N(C2CC2)C1 (stereo not given)	2.0	-2.4	0.5	-2.0	-1.9	-3.2	1.3	8.6	-0.1
Cc1nn(Cc2ccccc2Cl)c(C)c1C(=O)NCCN1C(=O)S/C(=C\c2ccccc2)C1=O	-0.3	-26.9	1.2	-0.8	20.8	3.6	-19.9	9.3	58.4*
Cn1nnc(C(O)CNCc2ccc(Cl)cc2)n1 (stereo not given)	0.1	4.5	0.9	-2.7	2.7	-1.4	-3.7	2.1	-18.0
Cc1ncc(C[n+]2csc(CCOC(=O)CC34CC5CC(CC(C5)C3)C4)c2C)c(N)n1	0.1	10.8	-0.6	0.2	-0.1	0.0	6.1	22.5	-27.3
Clc1ccc(CN2CCN(c3ncccn3)CC2)cc1	-3.1	-0.2	-1.2	-0.2	-11.5	-6.2	-7.5	10.9	8.3
Cc1sc2nc(C(C)C)nc(SCC(=O)N3CCN(C(=O)c4ccco4)CC3)c2c1C	6.3	45.2	-5.0	-0.3	4.6	1.0	27.2	5.4	17.3
CSc1nc(N)nc(SCC(=O)C(C)(C)C)c1C#N	-3.9	16.5	-34.0	2.1	-6.5	0.9	-21.1	19.9	-13.3
COc1ccccc1/C=c1\sc2nc(-c3ccccc3OC)nn2c1=O	-2.2	47.2	1.9	-0.5	48.6*	-1.9	50.0*	14.6	-6.1
Cc1cccc(C(=O)NCC(=O)OCC(=O)N2CCc3ccccc32)c1	-0.8	12.4	-0.3	0.8	-21.7	2.6	-6.5	13.7	-21.6
C[C@H](CO)N1C[C@H](C)[C@@H](CN(C)S(=O)(=O)c2cccs2)Oc2c(NS(=O)(=O)c3cn(C)cn3)cccc2C1=O	-2.0	-7.5	-1.5	-1.5	3.5	-1.7	-4.1	8.0	15.3
CN1C(=O)CSc2ccc(NC(=O)NCc3ccco3)cc21	-0.1	-2.4	1.1	-1.1	-12.3	-3.6	-1.7	10.1	1.1
Cc1nc2cc(Cl)ccc2n1-c1ccccc1	-4.1	24.0	1.9	3.4	47.3*	-1.5	-3.9	13.0	30.4
O=C(COc1cccc(C(F)(F)F)c1)NNC(=O)Cc1ccc(S(=O)(=O)N2CCOCC2)s1	-2.1	9.6	0.3	-1.5	3.5	-1.7	-1.3	21.5	-7.2
CCCC(c1nnnn1Cc1ccc(F)cc1)N1CCN(C)CC1 (stereo not given)	-3.9	0.1	0.4	0.6	2.0	-2.0	8.6	24.8	14.6
COc1ccc(C(=O)c2cnc3ccccc3c2-c2ccccc2)cc1	-4.5	29.3	-1.2	0.5	16.1	0.0	24.4	-6.5	57.0*
Cc1cc(=O)oc2cc(OCC(=O)N3CCN(C(=O)C4COc5ccccc5O4)CC3)ccc12 (stereo not given)	-5.5	3.8	-2.2	2.5	2.8	-2.7	7.3	9.5	7.5
O=C(O)c1ccc(-c2cccc([N+](=O)[O-])c2)o1	-6.6	2.0	0.3	-1.6	-16.3	0.6	-7.4	8.1	11.2
COc1ccc(C2(c3ccc(OC)cc3)NC(=O)NC2=O)cc1	1.6	7.9	8.0	2.1	-1.8	-4.0	-4.4	-4.5	11.6
CCCCn1c(N)c(N(C)C(=O)c2ccc(-n3cccn3)cc2)c(=O)[nH]c1=O	-1.1	15.3	2.7	-0.1	8.8	3.9	1.1	-10.5	4.7
Brc1cccc(-c2nnc3n2CCC3)c1	-1.6	6.5	2.1	-0.7	-8.4	1.0	-0.7	17.5	7.6

Taken from above:
O=C(NCc1ccccc1OC(F)(F)F)C1CCC(=O)N(C2CC2)C1 (stereo not given) – UPR CHOP act = -2.0
Cn1nnc(C(O)CNCc2ccc(Cl)cc2)n1 (stereo not given) – UPR XBP1 act = -1.4

Later entries:
SMILES	APJ ag	tim23-1 inh	GRIN3A LBD mod	UPR CHOP act	tim10-1 inh	UPR XBP1 act	TIM10 inh	NLRP3 yeast inh	Mdm2 MdmX PPI
CSc1ccccc1C(=O)N1CCC(n2nccc2NC(=O)C(C)(C)C)CC1	4.8	-13.6	2.4	1.0	-15.9	-2.8	-0.1	4.0	30.8
CC[C@]12c3[nH]c4cc(-c5ccco5)ccc4c3CCN1C(=O)[C@@H](CC(=O)NCCc1ccccn1)C[C@@H]2C(=O)N1CCN(C(=O)c2ccco2)CC1	/	32.4	-1.1	1.6	16.8	0.6	-0.6	/	19.5
Cc1ccc(CN(Cc2ccc(C)o2)C(=S)NCC(=O)O)cc1	-3.5	10.3	-3.2	0.2	-2.5	-4.6	13.2	9.0	-13.8
Cn1c(Cn2c(=O)sc3ccccc32)nnc1SCC(=O)N1CCc2ccccc21	-3.8	18.2	-1.4	-2.0	8.3	0.3	5.4	-5.9	7.9
Cc1cc(/C=N/NC(=O)CC2(C)OCCO2)c(C)n1-c1cc(Cl)cc(Cl)c1	-1.9	9.6	-2.8	-1.0	6.2	-1.0	-12.6	15.9	14.8
COC(=O)COc1ccsc1C(=O)OC	-2.3	1.7	2.2	-0.2	7.3	-1.7	-6.6	12.0	-22.3
CCc1ccccc1NC(=O)Nn1cnnc1	11.8	-2.4	0.1	2.1	-14.5	-3.4	1.1	-10.1	5.3
O=S(=O)(Nc1ccc(-c2nc3ccccc3o2)cc1)c1ccccc1	-3.7	61.4*	2.3	0.6	46.7*	3.3	52.3*	47.1	22.1
C=CCOc1ccc(/C=N/NC(=O)C(C)Sc2ccccn2)cc1OC (stereo not given)	-0.1	11.1	-0.3	0.2	27.7	-0.1	12.2	23.6	-1.4
CCOC(=O)CSc1nnc(Cc2cc(=O)[nH]c(=O)[nH]2)n1-c1ccc(Cl)cc1	-4.2	0.8	0.9	0.0	1.4	-0.6	-4.1	-13.9	11.1
CC(CN1CCCCC1)NC(=O)c1cccs1 (stereo not given)	-2.0	13.4	-2.5	1.6	5.4	-6.2	-4.5	5.9	3.8
O=C1CCNCCN1[C@H](CO)Cc1ccccc1	1.0	1.2	-2.5	0.2	-6.1	0.8	2.5	5.3	11.2
Cc1cc(NC(=O)CCC(=O)N(c2ccc(C)c(F)c2)C(C(=O)NC2CCCC2)c2ccco2)no1 (stereo not given)	-1.6	33.3	-1.4	-0.9	9.1	1.1	12.3	0.3	22.6
Cc1nn(C)cc1CN(C)C(=O)c1nn2c(c1Cl)NC(c1cccs1)CC2C(F)(F)F (stereo not given)	-7.9	-4.1	0.5	-1.7	-2.9	4.0	-10.1	-9.4	8.5
COc1cc2c(cc1OC)CN(C(=O)c1ccc3[nH]c(C)c(C)c3c1)CC2	-1.8	31.0	-3.7	-0.1	26.4	-3.1	24.9	13.3	8.9
CCn1c(SCC(=O)Nc2cccc(C)c2)nc2nc3c(cc2c1=O)COC(C)(C)C3	0.9	18.1	-1.3	-1.1	12.5	-0.5	-0.4	24.3	37.6
CCn1c(COc2ccc3c(c2)CCCC3)nnc1SCC(=O)Nc1nccs1	-2.9	2.5	-3.3	1.7	15.8	1.6	10.5	0.2	-19.2
CSC(C1CCCC1)n1nnc2ccccc21 (stereo not given)	-4.9	2.9	-1.8	-0.3	1.6	1.5	2.8	-0.4	2.2
Cc1ccc(C(=O)Nc2nc(-c3cc(Cl)sc3Cl)cs2)cc1	1.2	-3.9	-4.9	-3.0	-3.9	1.5	-8.8	9.2	44.4
COc1ccc(C=O)cc1CSc1nnc(COc2cccc3cccnc23)o1	-2.8	11.3	-0.2	-2.0	13.7	-1.2	-6.7	1.6	-3.6
Cc1ccc(-n2ncc3c(=O)[nH]c(SC(C)C)nc32)cc1	-2.0	7.8	0.8	-1.4	21.5	6.3	-13.5	17.9	24.2

Rows were taken by chance; overall some 8.2% were active at least once.
